Assay outcomes as filed in PubChem BioAssay.
M1 PAM parental – counter-screen for M1 PAMs: effect in parental CHO-K1 cells | ATP EC20, Fluo-8 calcium fluorescence; 0% at ATP EC20, 100% at ATP max | activation, % at 3 µM | actives 0.02% (n = 360,000) | AID 602247;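 active = activation above the run cutoff, the mean activation of all test compounds plus 3 SD, cut at about 40% in these data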;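 also: peak over basal fluorescence ratio in a 140 s read after ATP addition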
CHRM1 antagonist – antagonists of human M1 muscarinic receptor. P11229. CHO-K1 hM1, Fluo-8 calcium fluorescence, ACh EC80 antagonist. inhibition, % at 3 µM. actives 1.3% (n = 360,000). AID 588852;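 active = percent inhibition above its own plate's cutoff, namely the mean of that plate's compound wells plus 3 SD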;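 also: peak over basal fluorescence ratio during 140 s after agonist addition; 0% = ACh EC80 plus DMSO and 100% = DMSO alone without agonist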
Target sequence (P11229 whole entry, looked up): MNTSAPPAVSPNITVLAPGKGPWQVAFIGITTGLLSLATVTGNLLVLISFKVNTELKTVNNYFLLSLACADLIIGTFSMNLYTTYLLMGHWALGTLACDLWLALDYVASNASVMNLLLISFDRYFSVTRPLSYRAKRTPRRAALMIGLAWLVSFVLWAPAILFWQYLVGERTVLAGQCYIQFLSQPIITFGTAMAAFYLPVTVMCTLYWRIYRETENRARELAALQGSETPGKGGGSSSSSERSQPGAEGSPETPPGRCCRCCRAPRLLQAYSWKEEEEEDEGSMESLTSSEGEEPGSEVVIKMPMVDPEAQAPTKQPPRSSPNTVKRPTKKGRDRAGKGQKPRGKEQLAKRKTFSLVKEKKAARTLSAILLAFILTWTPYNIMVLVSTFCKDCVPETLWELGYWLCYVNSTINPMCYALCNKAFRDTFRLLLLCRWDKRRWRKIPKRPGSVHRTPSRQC
M1 PAM – positive allosteric modulators of human M1 muscarinic receptor; P11229; CHO-K1 hM1, Fluo-8 calcium fluorescence, ACh EC20; 0% = ACh EC20, 100% = maximal ACh; activation, % at 3 µM; actives 0.088% (n = 360,000); in the data active = activation above about 19%, passing the limit was not always enough
TAAR1 agonist – agonists of human TAAR1; Q96RJ0; CHO RD-HGA16 TAAR1, Fluo-8 calcium fluorescence; vehicle wells 0%, saturating PEA agonist 100%; activation, % at 3 µM; actives 0.99% (n = 360,000); AID 624467;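 active = activation above the mean activation of all test compounds in the run plus 3 SD, cut at about 38% in these data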
Target sequence (Q96RJ0 whole entry, looked up): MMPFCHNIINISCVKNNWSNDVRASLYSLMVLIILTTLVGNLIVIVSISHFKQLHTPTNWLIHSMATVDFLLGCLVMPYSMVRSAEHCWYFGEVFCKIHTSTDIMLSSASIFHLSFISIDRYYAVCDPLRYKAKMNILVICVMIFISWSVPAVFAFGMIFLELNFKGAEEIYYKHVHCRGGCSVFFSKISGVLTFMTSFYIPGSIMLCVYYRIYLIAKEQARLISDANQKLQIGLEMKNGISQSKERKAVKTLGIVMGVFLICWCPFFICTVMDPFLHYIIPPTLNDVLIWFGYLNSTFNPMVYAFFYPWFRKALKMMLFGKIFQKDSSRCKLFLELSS
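System: CHO RD-HGA16 cells carrying human TAAR1 plus Gα16; Incubation: 17-24 h seeding, 75 min 37 °C dye, 30 min RT; Measured by: Fluo-8 fluorescence, 5 s baseline then 140 s kinetic read; Control set: DMSO and PEA EC100; Replication: single well for each compound.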
CHO-K1 Ca ag – counter-screen for M1 agonists: effect in parental CHO-K1 cells | activation, % at 3 µM | Fluo-8 calcium fluorescence; scaled to maximal ATP response, vehicle zero | actives 0.48% (n = 360,000) | AID 602248; in the data active = activation above about 15%;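 also: untransfected CHO-K1 host cells lacking M1 receptor as counterscreen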
CHO-K1 Ca antag – nonselective inhibitor or artifact in parental CHO-K1 cells. actives 0.6% (n = 360,000). inhibition, % at 3 µM. ATP-induced calcium, Fluo-8 fluorescence;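 active = inhibition above a per-plate cutoff, the plate's mean sample inhibition plus 3 SD, cut at about 24% in these data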;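 also: 0% = DMSO plus EC80 ATP and 100% = DMSO alone without ATP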
CHO parental Ca – counter-screen for OX1R antagonists: effect in parental CHO cells | actives 0.63% (n = 330,000) | parental CHO-K1, ATP-induced calcium, Fluo-8 fluorescence | inhibition, % at 5.6 µM;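 active = inhibition above that plate's mean sample inhibition plus 3 SD, cut at about 26% in these data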;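 also: 0% = ATP-challenged DMSO wells and 100% = DMSO wells without ATP; some compounds past the cut are filed as inactive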
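Material: parental CHO cells / Compound: single nominal dose of 5.6 µM per compound / Signal: Fluo-8 fluorescence / Replicates: singlicate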
CHRM1 agonist – activates human CHRM1 receptor | CHO-K1 hM1, Fluo-8 calcium fluorescence, agonist mode; 0% DMSO, 100% acetylcholine EC100 | activation, % at 3 µM | actives 0.33% (n = 360,000);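 active = activation above the run's mean compound activation plus 3 SD, cut at about 16% in these data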;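 also: peak over basal fluorescence ratio within a 140 s kinetic read after compound addition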
TAAR1 antag – human TAAR1 antagonism | Q96RJ0 | CHO RD-HGA16 TAAR1, Fluo-8 calcium fluorescence, antagonist | inhibition, % at 3 µM | actives 1.5% (n = 360,000) | AID 624466;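 active = inhibition above a per-plate cutoff, the mean inhibition of test compounds on that plate plus 3 SD, cut at about 49% in these data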;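 also: 0% = DMSO plus EC80 beta-PEA response and 100% = DMSO alone without agonist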
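Assay system: RD-HGA16 CHO cells with stable hTAAR1 and Gα16 / Reagent: EC80 β-phenethylamine stimulus / Doses: 3 µM, single point / Timing: dye loading 75 min at 37 °C, then 30 min room temperature / Measured by: Fluo-8 intracellular calcium dye fluorescence, real-time kinetic reads / Controls: vehicle wells and EC80 agonist wells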
Numbers without * were called inactive; . = not tested or not shown.

smiles	M1 PAM parental	CHRM1 antagonist	M1 PAM	TAAR1 agonist	CHO-K1 Ca ag	CHO-K1 Ca antag	CHO parental Ca	CHRM1 agonist	TAAR1 antag
COc1cc(CN2CCCC(C(=O)Nc3cccc(-n4cccn4)c3)C2)ccc1F (stereo not given)	-2	-4	0	10	3.5	1	-20	-4	-25
O=C(CSc1nc(C2CCCCC2)nc2ccccc12)NCc1ccco1	7	-6	5	-1	-0.3	-15	-10	-4	6
COC(=O)N/N=C1\CCCc2ccccc21	19	2	0	1	0.7	-6	-1	-4	3
COC(=O)CCCC1=CC2=CC(=O)C(C)(OC(=O)c3cccs3)C(=O)C2=CN1CC(C)C (stereo not given)	13	-14	8	8	0.4	-9	-6	-4	7
CCC(=O)Nc1cc(-c2nc3ncccc3o2)ccc1Cl	12	-13	4	6	0.3	1	-16	-2	10
CCC1(c2ccc(Cl)cc2)NC(=S)N(c2ccc(C)cc2)N1 (stereo not given)	20	-17	11	2	0.9	-9	-4	-6	6
Cc1c(OCC(=O)N2CCC(C(N)=O)CC2)ccc2c3c(c(=O)oc12)CCCC3	-8	8	-5	2	0.0	5	-8	-2	-7
CCCCNC(NCCCC)=C(S(=O)(=O)CC)S(=O)(=O)CC	-4	1	2	1	-0.2	8	-2	-3	-13
CCc1ccccc1NC(=O)CSc1nc2c(c(-c3ccco3)c1C#N)CCCC2	19	-2	10	4	-0.2	-12	1	-4	8
CC1=C(C(=O)Nc2ccccc2)C(c2ccco2)C(C#N)=C(SCC(=O)Nc2cccc(C)c2C)N1 (stereo not given)	5	-2	5	7	-0.1	-16	-20	0	24
CCCCc1cc(=O)oc2cc(OCC(=O)NCC3CCC(C(=O)O)CC3)ccc12 (stereo not given)	20	-4	-5	1	0.1	-2	-1	-2	-8
Cc1ccccc1NS(=O)(=O)c1cc(C(=O)Nc2cccc([N+](=O)[O-])c2)ccc1C	20	10	-9	8	3.2	-1	0	-4	29
CCOC(=O)c1c(NC(=O)Cn2cc([N+](=O)[O-])cn2)sc2c1CCC2	0	-19	7	8	-0.2	-20	-19	-2	-11
COc1ccc(-c2nc(C#N)c(N3CCCCCC3)o2)cc1OC	11	-8	5	2	1.7	-18	-29	-10	-5
NC(=O)c1ccccc1NC(=O)COc1ccc2c(c1)OCO2	-14	-6	8	3	3.6	-13	6	0	16
COC(C(=O)Nc1ccnn1C1CCN(Cc2cccc(C)n2)CC1)c1ccccc1 (stereo not given)	-5	-5	15	3	-0.3	8	-6	1	-1
Cc1cccc(S(=O)(=O)Nc2cccc(-c3cn4ccsc4n3)c2)c1	9	16	3	13	2.3	3	-9	1	9
O=C(CSc1nc2cc(Cl)ccc2s1)Nc1cccc(S(=O)(=O)N2CCOCC2)c1	-13	15	-10	6	1.5	13	-8	-4	13
CSc1nc2c(cc1C#N)C(=O)CC(C)(C)C2	-2	-4	3	-1	1.3	-9	1	-7	-14
CN(CC(=O)Nc1cccc(S(=O)(=O)N2CCOCC2)c1)CC(=O)Nc1ccc(Cl)c(C(F)(F)F)c1	-25	42*	-14	29	5.7	7	49*	-2	31
COc1ccc(C(O)c2ncc(-c3cccc(OC)c3)[nH]2)cc1 (stereo not given)	-8	-16	5	3	0.6	-15	.	-2	-3
CCN(CC)S(=O)(=O)c1cccc(C(=O)N[C@H](C(=O)Nc2nc3ccccc3s2)C(C)C)c1	20	-8	14	-1	-0.1	-8	-25	-10	-3
N#Cc1c(NC2CCCCC2)nc(-c2ccco2)c2c1CCCC2	4	-32	3	.	0.5	-3	-5	0	.
COc1ccc(S(=O)(=O)N(C)C)cc1NC(=O)CSC(C)C(=O)Nc1cc(C)on1 (stereo not given)	12	9	1	1	0.0	-14	-5	-5	-20
O=C(COC(=O)C1CCC1)NCc1ccccc1Cl	0	-11	-4	9	-0.3	-4	-3	-2	-3
CCCC(=O)N=C1SC2CS(=O)(=O)CC2N1c1ccc(CC)cc1 (stereo not given)	14	-5	4	2	0.7	-13	-17	-1	-2
Cc1cc(NC(=O)CSc2nnc(Cc3ccccc3)n2C)no1	5	-3	2	11	0.2	-2	2	-5	-12
COc1ccc(CCCNC(=O)C2CCC(=O)N(CCCN3CCCC3=O)C2)cc1 (stereo not given)	15	-19	10	1	1.0	-19	-9	-1	-10
Cc1c(C(=O)Nc2ccncc2)oc2ccccc12	22	-2	4	29	3.3	-17	-13	-1	-9
Cc1ccc(SC(C)C(=O)Nc2cccnc2)cc1 (stereo not given)	0	-7	3	3	0.1	-6	-14	-3	16
N/C(Cc1ccc(Cl)cc1Cl)=N\OC(=O)c1ccc(Br)o1	11	-3	0	3	0.8	-8	-2	-4	16
Cn1nc(C(=O)OCC(=O)Nc2ccc3ccccc3c2)c2ccccc2c1=O	27	-6	3	5	3.0	-12	-9	-3	22
COc1cc(S(=O)(=O)Nc2ccccc2C)ccc1Cl	23	-13	8	7	0.9	-19	-28	-4	-2
Cc1nn(CC(=O)N(CC(C)C)C2CCS(=O)(=O)C2)c(C)c1[N+](=O)[O-] (stereo not given)	-8	-11	7	2	-0.2	-4	-7	-2	-1
COc1ccc(CC(=O)NNC(=O)c2c(-c3ccccc3Cl)noc2C)cc1OC	20	-5	5	9	0.3	-14	-10	-1	-1
COc1ccc(N(C(=O)c2ccncc2)S(=O)(=O)c2ccccc2)cc1	8	-4	3	-1	1.1	-12	-12	-2	3
COc1ccccc1C/C(N)=N/OC(=O)/C=C/c1ccccc1	12	8	-5	-2	3.4	2	10	-8	-8
CCOc1cc(S(=O)(=O)Nc2cc(C)cc(C)c2)ccc1Cl	23	9	-11	0	1.1	-10	-5	-6	-9
CN1CCN(S(=O)(=O)c2cccc(C(=O)Nc3ccccc3N3CCOCC3)c2)CC1	-19	-6	8	5	0.1	1	-18	-4	-10
O=C(c1csc2c1CCCC2)N1CCN(c2cccc(C(F)(F)F)c2)CC1	13	3	-7	12	1.6	-6	-9	-1	24
COc1ccc(S(=O)(=O)N2CCOC2CNC(=O)C(=O)NCc2ccccn2)cc1 (stereo not given)	18	-7	5	0	1.5	-6	-3	-4	-4
CS(=O)(=O)N(CC(=O)N1CCc2ccccc2C1)c1ccc(Cl)cc1F	-22	-16	9	1	0.5	19	.	-3	-1
C=CCCCCCCCCC(=O)Nc1ncccn1	9	2	-1	3	0.4	-4	4	-3	0
CCOC(=O)c1ccccc1NC(=O)COC(=O)C1CCCC1	14	-9	5	10	-0.6	-13	-12	-4	7
Cc1ccc(-c2nnc(C)c(N3CCOCC3)n2)cc1	15	12	3	12	-0.2	-12	-8	-2	0
CN(C)CCCNC(NC(=O)c1cccs1)C(Cl)(Cl)Cl (stereo not given)	-8	0	2	-1	0.6	6	-8	-6	-4
O=C(COc1ccc2c3c(c(=O)oc2c1)CCC3)N[C@@H](Cc1ccccc1)C(=O)O	0	-10	5	-2	-0.3	4	-8	-3	-39
O=S(=O)(c1ccc(Cl)cc1)N1CCC(N2CCCCCC2)CC1	14	20	-9	3	-0.2	3	-13	-5	-13
O=C(Nc1ccc(Nc2ccccc2)cc1)c1cccc(F)c1	12	-10	3	9	6.1	-3	15	-2	1
CCOc1ccc(S(=O)(=O)N2CCN(C(=O)c3cc(S(=O)(=O)N4CCOCC4)ccc3C)CC2)cc1	-16	-8	6	-1	-0.1	-1	.	-6	3

(further entries)
smiles	M1 PAM parental	CHRM1 antagonist	M1 PAM	TAAR1 agonist	CHO-K1 Ca ag	CHO-K1 Ca antag	CHO parental Ca	CHRM1 agonist	TAAR1 antag
Cc1nn(-c2ccccc2)c(N2CCCC2)c1/C=N/NC(=S)Nc1ccc(F)cc1	-12	-14	8	1	-0.4	7	-10	-1	-19
COc1ccc2nc(C)c3c(c2c1)OC(C(C)(Cl)Br)C3 (stereo not given)	21	-13	8	-2	1.7	-11	-43	-4	-17
Cc1cccc(-c2noc(-c3ccc(F)cc3)n2)c1	-5	-3	5	18	0.0	7	-4	-2	-9
CC(C)Cn1c(=O)c2c(nc3n2CCS3)n(C)c1=O	13	-8	6	2	0.4	-3	-4	-2	-11
Cc1ccc(COCCN2CCN(S(=O)(=O)c3ccccc3)CCC2=O)cc1	11	-20	10	6	0.9	-17	-13	2	8
CCSc1nnc(-c2cc(Br)ccc2NC(C)=O)c(=O)[nH]1	16	-8	7	0	1.0	-15	-10	-1	-17
C=C(C)CCC1(C)NC(=O)N(c2ccccc2)N1 (stereo not given)	15	-10	9	0	1.1	-6	-3	-1	6
Cc1nnc(-c2ccc(Oc3ccc(Cl)cc3)c([N+](=O)[O-])c2)o1	-8	6	-2	-2	1.0	-2	-3	-7	-27
NC(=O)C1C(=O)c2ccccc2C1(C[N+](=O)[O-])c1ccccc1 (stereo not given)	13	-19	5	4	0.5	-15	.	-1	-30
Cc1cc(NC(=O)CSc2ccc(Cl)cc2)no1	9	3	4	6	3.6	-1	-16	-6	4
CC(C)(C)NC(=O)C(c1ccc(F)cc1)N(CC1CCCO1)C(=O)CCC(=O)Nc1ccccn1 (stereo not given)	15	-9	7	-3	0.7	-16	-16	-4	-5
CCOC(=O)C1CCN(C(=O)CSCc2nc(-c3ccc(OCC)cc3)oc2C)CC1	4	18	-7	7	6.0	-2	17	-1	25
O=C(NNC(=O)c1ccc2ccccc2c1O)c1ccccc1Cl	20	-12	6	6	1.1	-19	-7	-3	0
S=C(NCc1ccco1)N1CCN(c2ccccn2)CC1	18	-2	3	1	0.7	-10	4	-6	-4
CCN1CCN(c2ccc(S(=O)(=O)N3CCCCC3)cc2NC(=O)c2cc3ccccc3o2)CC1	17	-11	10	1	3.8	-5	-18	-4	8
COc1ccccc1N(CC(=O)NC(C)(C)C)C(=O)C1CSC(=O)C1 (stereo not given)	6	-11	6	8	-0.2	-1	-15	-1	-5
O=[N+]([O-])c1ccc(O)c(/C=N\N=C2c3ccccc3-c3ccccc32)c1	8	2	1	8	0.5	1	-9	-8	-12
CSc1nc(O)cc(=O)n1-c1ccc(F)cc1	3	14	-5	1	4.5	-10	2	-2	-5

Looked up by structure from the entries so far, 3 records:
smiles	M1 PAM parental	CHRM1 antagonist	M1 PAM	TAAR1 agonist	CHO-K1 Ca ag	CHO-K1 Ca antag	CHO parental Ca	CHRM1 agonist	TAAR1 antag
O=C(Nc1ccc(Nc2ccccc2)cc1)c1cccc(F)c1	12	-10	3	9	6.1	-3	15	-2	1
Cc1nnc(-c2ccc(Oc3ccc(Cl)cc3)c([N+](=O)[O-])c2)o1	-8	6	-2	-2	1.0	-2	-3	-7	-27
O=S(=O)(c1ccc(Cl)cc1)N1CCC(N2CCCCCC2)CC1	14	20	-9	3	-0.2	3	-13	-5	-13

Rows are unselected (roughly 4.4% active in at least one column).
